GPR35 arrestin U2OS: GPR35 antagonists blocking zaprinast-driven arrestin recruitment, primary screen, imaging, U2OS, beta-arrestin-GFP, zaprinast agonist (AID 2058); U2OS GPR35 beta-arrestin-GFP translocation imaging, zaprinast antagonism; higher % means a stronger effect; one-dose inhibition, % at 10 µM; IC50 in µM for titrated hits; 290,000 compounds, 0.052% hits;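 active = inhibition of at least 50% with at least 30 cells and total cytoplasm GFP at most 10,000,000; inconclusive = under 30 cells or total GFP of 10,000,000 plus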
Siah-1 displacement: blockers of Siah-1 interaction with plectin peptide – biochemical, fluorescence polarization, rhodamine-plectin, uHTS, primary screen (AID 1817); one-dose displacement, % at 20 µM; IC50 in µM for titrated hits; Siah-1 / rhodamine-plectin peptide fluorescence polarization; higher % means a stronger effect; 290,000 compounds, 0.02% hits;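 active = displacement of at least 50% at 20 µM, with a fluorescence ratio check between 0.3 and a set limit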;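 also: plate controls were Siah plus tracer with DMSO for no effect and tracer alone without Siah for full effect; strong numbers were not always called active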
K1F lysis inhibition: inhibition of K1F phage lysis, E. coli UTI89, bacterial capsule biogenesis inhibitors, alamar blue (AID 488966); one-dose inhibition, % at 100 µM; IC50 in µM for titrated hits; E. coli UTI89 K1F phage lysis, alamar blue, 2 h; higher % means a stronger effect; 340,000 compounds, 0.02% hits;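 active = phage lysis inhibition, versus mean bacterial control, above a set limit; inconclusive = no clear call, values can overlap the other calls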;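 also: capsule biogenesis inhibitors block K1F phage lysis so surviving cells raise fluorescence; higher fluorescence means more inhibition of phage lysis; actives were called in the ten point dose series up to 300 µM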
NTR1 ag: NTR1-driven beta-arrestin-GFP spot formation – imaging, U2OS cells, high content, primary screen (AID 493036). P30989. activation, % at 20 µM. agonist mode. 330,000 compounds, 0.17% hits;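 active = activation at or above 40% of the spot to cytoplasm intensity ratio, with at least 20 cells analyzed; inconclusive = wells under 20 cells, flagged as cytotoxic or low count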;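 also: 0% = DMSO without peptide and 100% = 100 nM NTR1 peptide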
Target sequence (P30989 whole entry, looked up): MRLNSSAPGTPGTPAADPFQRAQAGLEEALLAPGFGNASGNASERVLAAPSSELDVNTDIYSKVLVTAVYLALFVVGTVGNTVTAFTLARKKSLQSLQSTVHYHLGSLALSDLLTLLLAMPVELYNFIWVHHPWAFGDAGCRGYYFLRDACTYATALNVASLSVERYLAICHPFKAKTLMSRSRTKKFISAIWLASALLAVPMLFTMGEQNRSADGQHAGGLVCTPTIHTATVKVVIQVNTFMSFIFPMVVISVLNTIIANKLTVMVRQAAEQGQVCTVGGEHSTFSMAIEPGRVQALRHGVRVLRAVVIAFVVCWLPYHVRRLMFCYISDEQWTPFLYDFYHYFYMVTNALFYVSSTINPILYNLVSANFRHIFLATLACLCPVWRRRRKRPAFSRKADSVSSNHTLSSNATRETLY
GPR55 activation: GPR55 agonists via beta-arrestin recruitment, primary screen, imaging, U2OS cells, beta-arrestin-GFP redistribution (AID 1961). U2OS GPR55 beta-arrestin-GFP redistribution imaging; higher % means a stronger effect. 290,000 compounds, 0.048% hits. activation, % at 10 µM, or EC50 in µM where a hit was titrated;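 active = activation above 40% with more than 50 cells counted in the well; inconclusive = wells holding fewer than 50 cells, flagged as toxic or sparse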;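 also: U2OS osteosarcoma cells stably expressing GPR55 and beta-arrestin-GFP; plate controls were DMSO negative control for no effect and LPI positive control for full effect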
HIV fusion peptide: inhibitors of HIV fusion peptide binding, primary screen, biochemical, uHTS, fluorescence dequenching (AID 1986). 290,000 compounds, 0.3% hits. inhibition, % at 20 µM, or IC50 in µM where a hit was titrated. cell-free peptide binding, fluorescence dequenching, 30 min; higher % means a stronger effect; in the data active = inhibition mostly above about 52%, no sharp cut-off; inactive = mostly below about 76%; also: some results filed as inactive read as strong as hits
AID2073: disruptors of CaV2.2 binding to Mint1 – biochemical, HTRF (AID 2073) | HTRF protein-protein interaction, Mint1-CaV2.2; higher % means a stronger effect | inhibition, % at 20 µM; hits with a dose series show IC50 in µM | 290,000 compounds, 0.19% hits; in the data active = inhibition mostly above about 51%, no sharp cut-off; inconclusive = no clear call, values can overlap the other calls; inactive = mostly below about 53%; also: some results filed as inactive read as strong as hits
Dengue-2 NS5 capping: flavivirus cap methylation enzyme inhibition – biochemical, confirmation dose response, primary screen (AID 588689); Dengue-2 NS5 methyltransferase capping enzyme assay, biochemical; higher % means a stronger effect; inhibition, % at 25 µM; hits with a dose series show IC50 in µM; 340,000 compounds, 0.3% hits; in the data active = a potency from the dose series; inconclusive = inhibition above about 29% without an active follow-up result
GPR55 antagonists: GPR55 antagonists blocking LPI-driven arrestin recruitment, primary screen, imaging, U2OS, beta-arrestin-GFP, LPI agonist (AID 2013); U2OS GPR55 beta-arrestin-GFP translocation imaging, LPI antagonism; higher % means a stronger effect; inhibition, % at 10 µM; hits with a dose series show IC50 in µM; 290,000 compounds, 0.13% hits;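 active = spots per cell inhibited over 60%, with over 100 cells counted and total cytoplasm intensity under 500,000; inconclusive = wells with under 100 cells, flagged as likely toxic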;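 also: U2OS cells stably carrying GPR55 and arrestin-GFP stimulated by 5 µM LPI near EC80; imaged beta-arrestin-GFP aggregate spots per cell after agonist stimulation; plate controls were LPI-stimulated DMSO wells for no effect and DMSO wells without LPI for full effect; some results filed as inactive read as strong as hits; confirmed hits need IC50 under 10 µM and bright autofluorescent wells are also inconclusive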
NTR1 ag cell count 20 µM: recorded beside NTR1 ag, whose call it bears; cell count; measured here: cell count, cytotoxicity flag
Dengue-2 NS5 capping pilot replicate: second read-out of Dengue-2 NS5 capping, no call of its own (marks repeat the call); inhibition, %; measured here: pilot screen replicate inhibition
An asterisk follows results filed as active; i = inactive; u = inconclusive; x = no result given; [ ] = another dose, or the depositor's remark.

SMILES	GPR35 arrestin U2OS	Siah-1 displacement	K1F lysis inhibition	NTR1 ag	NTR1 ag cell count 20 µM	GPR55 activation	HIV fusion peptide	AID2073	Dengue-2 NS5 capping	GPR55 antagonists	others
CNS(=O)(=O)c1cc2c3c(cccc3c1)C(=O)NC2=O	15%	5%	0.0%	2.0	30	-0.2%	2.9%	11%	-2%	11%
CC(C)OC(=O)c1cccc2c1C(=O)c1ccccc1-2	11%	-4%	-1.1%	1.3	43	-0.1%	-0.7%	-18%	-6%	1%
CCC1CN(C(=O)N2CCC(C(=O)NCc3cccc(F)c3)CC2)c2ccccc2O1 (configuration not stated)	1%	-1%	0.2%	0.4	55	0.3%	2.3%	9%	1%	0%
Cc1ccc(SCc2ccc(C(=O)Nc3cccc([N+](=O)[O-])c3)cc2)cc1	0%	-1%	-0.7%	3.2	55	0.6%	-0.6%	8%	-3%	-1%
Cc1ccc(NC(=O)N/C=C/c2ccco2)cc1	31%	-9%	-0.1%	-0.6	83	-0.2%	19%	-1%	-3%	11%	Dengue-2 NS5 capping pilot replicate=-14
O=C(NCc1ccco1)c1cc(-c2ccccc2)nc2ccccc12	-1%	2%	0.4%	0.3	46	0.2%	0.4%	-3%	-4%	8%
CN(C)C(=O)c1cn(-c2ccccc2)nc1-c1cc2ccccc2o1	-1%	1%	i	3.7	35	-0.1%	-2.5%	3%	-1%	-3%
O=C(CCn1c(=O)c2cccn2c2cccnc21)N1CCN(c2cccc(Cl)c2)CC1	19%	-4%	0.7%	14	49	0.4%	-1.3%	10%	-4%	8%
CCC/C(=N\NC(=O)c1cccc(C)c1)c1ccccc1	3%	10%	4.4%	-0.8	45	0.4%	-2.8%	4%	-3%	7%
O=C(COc1ccc(Cl)cc1)Nc1ccccc1C(=O)NCc1ccco1	15%	-6%	2.6%	13	46	0.0%	1.0%	-2%	-7%	-11%
C=CCn1c2ccccc2c2nnc(SCc3[nH]c(=O)[nH]c3C(=O)CCCCC(=O)OCC)nc21	1%	-4%	0.9%[50 µM]	6.9	27	0.0%	0.8%	-16%	1%	-9%
O=[N+]([O-])c1ccc(C(=S)N2CCN(c3ccc(F)cc3)CC2)cc1	-5%	0%	1.1%	0.4	83	-0.1%	-0.2%	16%	-11%	-7%
CCOC(=O)C1CCN(CC(=O)Nc2c(C(=O)OC)[nH]c3cccc(Cl)c23)CC1	1%	3%	1.6%	4.2	82	0.1%	2.3%	10%	1%	-3%
CCc1c(C)nc2ncnn2c1NCCc1ccc(OC)cc1	12%	7%	0.3%	1.4	71	-0.1%	0.5%	1%	-1%	-25%
CCN(CC)C(=O)c1cnn(-c2ccccc2)c1NC(=O)c1ccco1	7%	-3%	0.1%	1.7	60	0.2%	-2.3%	2%	-1%	-11%
O=C(Cc1cccs1)N1CCN=C1SCc1ccccc1F	5%	0%	-0.5%	0.1	56	-0.3%	0.4%	10%	1%	-12%
Cc1cc(C)n(-c2ccc(S(=O)(=O)N3CCOCC3)cc2[N+](=O)[O-])n1	8%	-4%	1.1%[50 µM]	-0.5	51	-0.3%	-2.3%	48%	-5%	-2%
Cc1ccc(S(=O)(=O)Nc2c(C)nc3nc(C)[nH]n3c2=O)cc1	-1%	-2%	0.2%	1.6	54	-0.2%	-0.2%	1%	-2%	-6%
COc1ccc(C(C(=O)NC2CCCCC2)N(C(=O)c2cccs2)c2ccc3c(c2)OCO3)cc1 (configuration not stated)	-4%	3%	-0.1%	-0.5	57	-0.1%	-1.9%	22%	2%	-3%
NC1=NC[C@@H](Cc2ccc(O)cc2)N1CCc1cccc(F)c1	-9%	16%	-1.0%	-4.1	62	-0.1%	-1.3%	17%	-9%	21%

Structural class: those above with an aryl thioether with sulfur outside any ring (two)
SMILES	GPR35 arrestin U2OS	Siah-1 displacement	K1F lysis inhibition	NTR1 ag	NTR1 ag cell count 20 µM	GPR55 activation	HIV fusion peptide	AID2073	Dengue-2 NS5 capping	GPR55 antagonists	others
Cc1ccc(SCc2ccc(C(=O)Nc3cccc([N+](=O)[O-])c3)cc2)cc1	0%	-1%	-0.7%	3.2	55	0.6%	-0.6%	8%	-3%	-1%
C=CCn1c2ccccc2c2nnc(SCc3[nH]c(=O)[nH]c3C(=O)CCCCC(=O)OCC)nc21	1%	-4%	0.9%[50 µM]	6.9	27	0.0%	0.8%	-16%	1%	-9%

New compounds follow:
SMILES	GPR35 arrestin U2OS	Siah-1 displacement	K1F lysis inhibition	NTR1 ag	NTR1 ag cell count 20 µM	GPR55 activation	HIV fusion peptide	AID2073	Dengue-2 NS5 capping	GPR55 antagonists	others
Cc1ccc(C(C)C)c(OCCCCCN2CCOCC2)c1	11%	2%	0.0%	2.1	56	-0.1%	1.9%	-6%	2%	7%
Cc1ccnc(SC2CC(=O)N(c3ccc(Cl)cc3)C2=O)n1 (configuration not stated)	14%	-4%	0.5%	0.1	72	0.3%	-0.2%	4%	x	15%
CC(=O)OC(C(=O)NC1CCCCC1)c1ccccc1 (configuration not stated)	1%	-3%	2.0%	-2.5	91	-0.1%	-1.2%	1%	-2%	-5%
Cc1ccc(C)c(N2CCN(c3ncnc4c3cnn4-c3ccccc3)CC2)c1	1%	-2%	0.4%	x	x	-0.1%	1.5%	11%	-1%	-2%
Cn1nnc2cc(C(=O)N3CCN(c4ccccn4)CC3)ccc21	2%	2%	0.0%	0.3	39	0.5%	1.7%	-1%	-7%	5%
CN(C(=O)CCl)C1CCCc2ccccc21 (configuration not stated)	2%	3%	0.0%	x	x	-0.5%	-0.7%	-3%	-12%	3%
CCOC(=O)N1CCN(S(=O)(=O)c2cccc3cccnc23)CC1	-5%	-1%	0.6%	-0.8	40	0.0%	-1.5%	-3%	-8%	7%
Clc1ccc(Cn2ncc3c(NCc4ccco4)ncnc32)c(Cl)c1	-2%	-7%	x	17	38	-0.1%	1.0%	0%	x	-17%
COc1ccc(-c2[nH]c(-c3cc(OC)c4c(c3)OCO4)nc2-c2ccccc2)cc1	-3%	-3%	4.7%	8.6	53	-0.1%	1.0%	u	-8%	10%
O=C(NC1CCCC1)C(c1ccccn1)N(Cc1ccccc1F)C(=O)c1csnn1 (configuration not stated)	0%	-1%	0.3%	-1.2	59	-0.2%	-0.3%	-10%	1%	7%
CCOC(=O)C(Cc1ccc(NC(=O)/C(=C/c2ccccc2)NC(=O)c2ccccc2)cc1)N1C(=O)c2ccccc2C1=O (configuration not stated)	6%	-3%	-0.1%	-2.1	67	-0.1%	-1.3%	12%	-2%	32%
CC1CCCN(C(=O)CCc2nnc(-c3ccc4c(c3)OCO4)o2)C1 (configuration not stated)	6%	0%	0.9%[50 µM]	-0.4	51	0.0%	-0.5%	14%	-9%	2%
Cc1cc(Br)cc(Cl)c1OCC(=O)NC(=O)NCc1ccccc1	2%	5%	-0.1%	1.2	86	0.2%	1.4%	45%	-4%	12%
CCOC(=O)c1cnc2c(OC)cccc2c1N1CCN(c2ccccc2OC)CC1	-4%	-2%	3.2%	32	62	-0.2%	2.7%	u	-6%	-13%
Cc1ccccc1CN1CCN(CC2CC2)CC1CCO (configuration not stated)	-19%	7%	-0.1%	-0.6	53	-0.4%	-0.7%	12%	-4%	11%
COc1cc2nc(C3CCC3)n(N)c(=O)c2cc1OC	0%	11%	0.8%	-0.3	65	-0.4%	-0.8%	-3%	-7%	3%
CC(C)c1ccc(NC(=O)CC2Oc3ccccc3NC2=O)cc1 (configuration not stated)	-2%	-1%	0.1%	-0.2	45	0.0%	-1.5%	-1%	-3%	7%
O=[N+]([O-])c1cc([N+](=O)[O-])c(Oc2c(F)cccc2F)cc1NN1CCCCC1	-2%	1%	-1.0%	0.0	44	0.8%	0.5%	-5%	-9%	-12%
CCc1ccc(C(=O)CC2(O)C(=O)N(CN3CCOCC3)c3ccccc32)cc1 (configuration not stated)	9%	2%	0.2%	-0.9	51	-0.1%	-2.3%	2%	-8%	3%
CCOC(=O)C1(C)NC(c2ccc(OC)cc2OC)C2C(=O)N(CC)C(=O)C21 (configuration not stated)	6%	11%	0.0%	0.4	49	-0.1%	2.7%	6%	2%	10%
Cc1cccc(CNC(=O)C2CCC(=O)N(C3CC3)C2)c1 (configuration not stated)	8%	2%	0.7%[50 µM]	-0.2	69	0.3%	-1.3%	10%	-6%	21%
COc1cccc(C(=O)NN2C(=O)C3C4C=CC(O4)C3C2=O)c1 (configuration not stated)	21%	4%	0.2%	2.0	35	0.0%	2.9%	10%	-6%	0%
C/C(=N\NC(=O)c1ccc(C)cc1)c1c(C)[nH]n(-c2ccccc2)c1=O	6%	6%	0.4%	2.4	54	-0.2%	3.9%	-2%	7%	-10%	Dengue-2 NS5 capping pilot replicate=6.7
COc1ccc(S(=O)(=O)Cc2ccc(C(=O)N3CCCC3)o2)cc1	-5%	-5%	-1.3%	-0.8	81	0.6%	1.8%	5%	-4%	2%

Structures from the list above containing a Cl atom, in the order listed:
SMILES	GPR35 arrestin U2OS	Siah-1 displacement	K1F lysis inhibition	NTR1 ag	NTR1 ag cell count 20 µM	GPR55 activation	HIV fusion peptide	AID2073	Dengue-2 NS5 capping	GPR55 antagonists	others
O=C(CCn1c(=O)c2cccn2c2cccnc21)N1CCN(c2cccc(Cl)c2)CC1	19%	-4%	0.7%	14	49	0.4%	-1.3%	10%	-4%	8%
O=C(COc1ccc(Cl)cc1)Nc1ccccc1C(=O)NCc1ccco1	15%	-6%	2.6%	13	46	0.0%	1.0%	-2%	-7%	-11%
CCOC(=O)C1CCN(CC(=O)Nc2c(C(=O)OC)[nH]c3cccc(Cl)c23)CC1	1%	3%	1.6%	4.2	82	0.1%	2.3%	10%	1%	-3%
Cc1ccnc(SC2CC(=O)N(c3ccc(Cl)cc3)C2=O)n1 (configuration not stated)	14%	-4%	0.5%	0.1	72	0.3%	-0.2%	4%	x	15%
CN(C(=O)CCl)C1CCCc2ccccc21 (configuration not stated)	2%	3%	0.0%	x	x	-0.5%	-0.7%	-3%	-12%	3%
Clc1ccc(Cn2ncc3c(NCc4ccco4)ncnc32)c(Cl)c1	-2%	-7%	x	17	38	-0.1%	1.0%	0%	x	-17%
Cc1cc(Br)cc(Cl)c1OCC(=O)NC(=O)NCc1ccccc1	2%	5%	-0.1%	1.2	86	0.2%	1.4%	45%	-4%	12%

Screening data deposited in PubChem by several laboratories.
